M1 PAM parental: M1 PAM counterscreen hit in parental CHO-K1 cells; ATP EC20, Fluo-8 calcium fluorescence; 0% at ATP EC20, 100% at ATP max; activation, % at 3 µM; 0.02% of 360,000 active;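 active = activation above the run cutoff, the mean activation of all test compounds plus 3 SD, cut at about 40% in these data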;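 also: peak over basal fluorescence ratio in a 140 s read after ATP addition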
CHRM5 agonist: CHRM5 agonism in calcium assay; P08912; CHO-K1 hM5 cells, Fluo-8 calcium fluorescence; 0% DMSO wells, 100% maximal acetylcholine response; activation, % at 3 µM; 0.19% of 360,000 active;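 active = activation above the run's mean over test compounds plus 3 SD, cut at about 23% in these data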;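 also: signal is peak over basal fluorescence ratio across the kinetic read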
CHRM5 antagonist: blocks acetylcholine activation of human M5 receptor; P08912; CHO-hM5 cells, Fluo-8 calcium fluorescence, ACh EC80; inhibition, % at 3 µM; 0.59% of 360,000 active;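 active = inhibition above a per-plate cutoff, the mean of that plate's test compounds plus 3 SD, cut at about 27% in these data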;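 also: 0% = acetylcholine EC80 with DMSO and 100% = DMSO without agonist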
CRFR2-BP antag: blocks CRF-induced signaling of the CRF-BP/CRF-R2 complex. HEK293 CRF-R2/CRF-BP, CRF-induced calcium fluorescence. inhibition, % at 11.8 µM. 0.59% of 350,000 active. AID 588475;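 active = inhibition of the ligand-induced calcium signal above about 50% at the single tested concentration, limit read from the data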
M5 PAM: positive allosteric modulators of human muscarinic M5 receptor | activation, % at 3 µM | 0.3% of 360,000 active | P08912 | CHO-K1 hM5, Fluo-8 calcium, ACh EC20 PAM; 0% = ACh EC20, 100% = ACh EC100;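 active = activation above the run cutoff, the mean activation of all test compounds plus 3 SD, cut at about 18% in these data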
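Assay system – human M5 receptor in CHO-K1 cells · Read-out – % activation, ACh-normalized · Technique – Fluo-8 calcium fluorescence · Dosing – single-point, 3 µM nominal · Incubation – Fluo-8 loading 80 min at 37 °C plus 30 min room temperature · Repeats – singlicate, one well per test compound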
CRFR2-BP ag: agonists of human CRF-binding protein/CRF-R2 receptor complex. 0.46% of 350,000 active. activation, % at 13.2 µM. HEK293 CRF-R2/CRF-BP, calcium dye fluorescence (FLIPR); percent of saturating CRF peptide response;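 active = activation of at least 50%, plus an integration ratio under a set limit after plate pattern correction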;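 also: plate controls were neutral control wells without compound for no effect and CRF at EC100 for full effect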
M4 PAM: potentiates acetylcholine response at human M4 receptor. P08173. CHO-K1 hM4/Gqi5, Fluo-8 calcium fluorescence, ACh EC20; 0% = ACh EC20, 100% = maximal ACh. activation, % at 3 µM. 0.4% of 360,000 active. AID 624126;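 active = activation above its plate's cutoff, the mean activation of sample wells plus 3 SD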; also: some results filed as inactive read as strong as hits
Target sequence (P08173 whole entry, looked up): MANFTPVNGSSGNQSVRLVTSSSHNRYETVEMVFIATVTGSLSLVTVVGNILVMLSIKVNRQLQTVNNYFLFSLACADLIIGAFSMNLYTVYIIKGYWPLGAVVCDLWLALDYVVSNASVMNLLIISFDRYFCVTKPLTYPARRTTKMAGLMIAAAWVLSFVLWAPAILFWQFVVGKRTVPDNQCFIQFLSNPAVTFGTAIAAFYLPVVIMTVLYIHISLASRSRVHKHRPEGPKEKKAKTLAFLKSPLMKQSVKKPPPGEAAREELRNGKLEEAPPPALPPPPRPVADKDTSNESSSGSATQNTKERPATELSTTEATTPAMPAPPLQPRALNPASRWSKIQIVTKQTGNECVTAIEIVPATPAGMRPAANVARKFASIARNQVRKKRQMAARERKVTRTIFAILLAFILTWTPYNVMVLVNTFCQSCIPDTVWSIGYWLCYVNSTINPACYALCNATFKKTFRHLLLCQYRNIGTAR
TAAR1 antagonist: human TAAR1 antagonism | Q96RJ0 | CHO RD-HGA16 TAAR1, Fluo-8 calcium fluorescence, antagonist | inhibition, % at 3 µM | 1.5% of 360,000 active;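 active = inhibition above a per-plate cutoff, the mean inhibition of test compounds on that plate plus 3 SD, cut at about 49% in these data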;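 also: 0% = DMSO plus EC80 beta-PEA response and 100% = DMSO alone without agonist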
Target sequence (Q96RJ0 whole entry, looked up): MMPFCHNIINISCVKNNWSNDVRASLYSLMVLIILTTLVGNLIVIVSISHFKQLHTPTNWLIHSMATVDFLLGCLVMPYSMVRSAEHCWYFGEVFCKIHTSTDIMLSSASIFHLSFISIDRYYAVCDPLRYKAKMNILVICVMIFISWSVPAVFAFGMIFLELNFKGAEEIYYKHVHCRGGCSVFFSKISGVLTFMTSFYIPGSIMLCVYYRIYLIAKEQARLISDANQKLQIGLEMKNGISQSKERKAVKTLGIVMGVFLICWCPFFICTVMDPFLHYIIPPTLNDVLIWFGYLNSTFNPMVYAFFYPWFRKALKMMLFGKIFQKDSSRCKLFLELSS
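Material: RD-HGA16 CHO cells with stable hTAAR1 and Gα16; Dosing: single nominal final test compound concentration of 3 µM; Schedule: seeding 17-24 h prior, 75-min 37 °C, 30-min RT dye loading; Detection: kinetic Fluo-8 calcium fluorescence measurement; Measure: % inhibition from peak post-agonist over basal fluorescence ratio; Benchmarks: vehicle and agonist controls.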
TAAR1 ag: human TAAR1 agonism | 0.99% of 360,000 active | AID 624467 | Q96RJ0 | CHO RD-HGA16 TAAR1, Fluo-8 calcium fluorescence; vehicle wells 0%, saturating PEA agonist 100% | activation, % at 3 µM;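 active = activation above the mean activation of all test compounds in the run plus 3 SD, cut at about 38% in these data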
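Assay system – CHO-derived RD-HGA16 cells with stable Gα16 and human TAAR1 · Compound dosing – one-point dosing at 3 µM (nominal) · Incubation – 17-24 h seeding, 75 min 37 °C dye, 30 min RT · Measured by – kinetic Fluo-8 calcium fluorescence · Control set – DMSO vehicle as 0%, PEA at EC100 as 100% · Repeats – single well for each compound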
* marks the source's active call; other numbers are inactive results; . = not tested or not shown.

Structure,M1 PAM parental,CHRM5 agonist,CHRM5 antagonist,CRFR2-BP antag,M5 PAM,CRFR2-BP ag,M4 PAM,TAAR1 antagonist,TAAR1 ag
CC1CN(S(=O)(=O)c2cccc(C(=O)N(C)C3CCCCC3)c2)CC(C)O1 (stereo unspecified),-13,1,-4,-4,-1,3.6,8,-14,9
C=C(C)C1CC=C(C)/C(=N/NC(=O)c2ccc(NC(=O)c3cccc(C)c3)cc2)C1 (stereo unspecified),15,0,5,19,-6,2.2,-3,-11,3
CCc1cc2c(=O)c(-c3cnn(-c4ccccc4)c3)c(C(F)(F)F)oc2c(CN(C)C)c1O,23,-1,-2,7,2,-1.0,6,-7,1
CC(=NCc1ccc2c(c1)OCO2)C1=C(O)c2ccccc2C1=O,15,4,1,10,-2,-0.1,14,1,7
COc1ccc(Cc2nn3c(-c4ccccc4OC)nnc3s2)cc1,15,-1,7,45,-1,-0.2,-10,-7,15
Cc1cc([N+](=O)[O-])ccc1NC(=O)COc1nsnc1N1CCOCC1,-14,1,-6,3,4,-0.3,-7,9,-2
CC(=O)N1CCN=C1SCc1ccccc1,1,0,-11,-2,6,4.9,8,-1,0
COc1ccc(C2CC(c3ccc(Cl)cc3)=NN2c2ccc(S(N)(=O)=O)cc2)cc1 (stereo unspecified),27,1,0,4,5,2.8,6,17,7
Cc1nc2c3cc(F)ccc3n(Cc3ccccc3)c2s1,22,-3,-1,-38,-3,0.0,-6,2,5
c1cncc(-c2nc(NCC3COc4ccccc4O3)c3ccccc3n2)c1 (stereo unspecified),-2,-6,6,1,-26,1.7,-11,54*,14
COc1cc(OC)cc(-n2nnnc2SCC(=O)Nc2nc3c(s2)CCCC3)c1,13,-1,-2,6,1,0.4,2,-5,2
CC(C)CNS(=O)(=O)c1ccc(CCC(=O)N2CCN(c3ccc(F)cc3)CC2)cc1,16,2,7,7,1,-1.2,12,8,7
O=C(Nc1ccc(Cl)cc1)c1sccc1-n1cccc1,-9,0,0,-12,-9,0.1,-6,15,10
Nc1c(C(=O)Nc2ccccc2)c2nc3ccccc3nc2n1CCCN1CCOCC1,6,-2,-5,-10,9,-0.3,-2,23,12
Cc1ccc(Nc2nnc(C)c3ccccc23)c(C)c1,-6,-6,17,-9,-2,-1.4,17,-7,1
Nc1nonc1-n1nnc(C(=O)N/N=C/c2ccccc2)c1CSc1ccccc1,3,-6,10,-11,-9,0.5,-5,14,4
COc1ccc(C2C(C(=O)OCC3CCCO3)=C(C)NC3=C2C(=O)CC(c2ccco2)C3)cc1O (stereo unspecified),-6,1,-4,12,-2,-1.1,-6,-2,18
COc1ccc(COc2cc(-c3cccc(OC)c3)nc3ccc(NC(=O)c4cccnc4)cc23)cc1,-12,6,2,-5,-8,3.5,8,69*,12
COc1ccc(OC)c(-c2csc(NC(=O)Cc3ccccc3F)n2)c1,8,-3,8,4,-2,0.4,-20,-5,-4
CCCN(CC(=O)Nc1ccc(Cl)cc1Cl)C(=O)/C=C/c1cccc([N+](=O)[O-])c1,0,-1,9,23,-7,-2.5,2,-12,1
CCOc1ncccc1C(=O)NNC(=O)c1cccc(S(=O)(=O)N2CCOCC2)c1,-3,-1,7,10,3,0.0,-3,0,1
COc1ccc(/C=N/NC(=O)C(C)n2nnc3ccccc32)cc1OC (stereo unspecified),-7,-2,-6,2,2,-0.8,14,7,3
C/C(CC(=O)Nc1ccc(OCc2ccccc2)cc1)=N\NC(=O)C(=O)Nc1cccc(C)c1,-8,2,-1,-23,-4,-2.4,-5,-5,1
Cc1ccc(C(=O)C[n+]2ccc(-c3nnc4n3CCC4)cc2)cc1,-6,1,-1,15,2,-0.3,0,1,7
COC(=O)c1ccc(N2CCOCC2)c(NC(=O)c2cccs2)c1,-2,0,2,-10,-3,-13,-7,-4,0

New compounds follow.
Structure,M1 PAM parental,CHRM5 agonist,CHRM5 antagonist,CRFR2-BP antag,M5 PAM,CRFR2-BP ag,M4 PAM,TAAR1 antagonist,TAAR1 ag
O=C(Cc1c(O)c2ccccc2[nH]c1=O)OC1CCCCC1,-6,-2,6,67*,-7,-2.4,-7,-5,1
CC1CCCC(C)N1C(=O)CN1C(=O)C(C)(C)Oc2ccc(C(=O)NC3CCCC3)cc21 (stereo unspecified),10,3,10,1,-6,-0.7,2,-12,10
CC(C)C(=O)Nc1cccc(-c2cnc3ccccc3n2)c1,24,2,-7,-4,-6,-1.0,-3,7,11
COC(=O)c1cc(NC(=O)c2cccnc2)ccc1N1CCOCC1,12,1,2,1,4,-1.4,2,-22,5
Cc1cccc(OCCCC(=O)O)c1C,18,0,1,8,2,-4.0,3,7,7
COc1ccc(OC)c(NC(=O)COC(=O)CN(C)S(=O)(=O)c2ccc(C)cc2)c1,5,1,4,-3,-5,6.7,3,-22,2
Cc1ccc(Cn2nc(C)c(NC(=O)CCCn3nc(C)c([N+](=O)[O-])c3C)c2C)cc1,-2,-4,-7,16,-2,-3.8,4,6,1
c1ccc2c(c1)Cc1cc(CN3CCOCC3)ccc1-2,0,0,-6,-12,-2,-0.4,1,5,1
CCN(CC)C(=O)C1=C(C)NC(=S)NC1c1cn(-c2ccccc2)nc1-c1ccc(Cl)cc1 (stereo unspecified),20,-4,14,-40,-10,-1.7,5,0,0
Cc1ccc(NS(=O)(=O)c2cc(-c3n[nH]c(=O)c4ccccc34)ccc2C)cc1,15,4,-1,-15,-14,4.0,-10,39,5
O=C(CSCc1ccc(Cl)cc1)Nc1nccs1,4,0,-3,-14,5,-1.1,-2,2,0
Cc1noc2ncnc(Oc3ccc(F)cc3)c12,-2,-2,-5,2,2,-1.1,5,-10,0
N#CC(C(=O)OCc1ccccc1)c1nc2ccccc2nc1N1CCOCC1 (stereo unspecified),19,2,-10,-5,2,26,11,24,13
CCOC(=O)C(NC(=O)N1CCCCC1)(c1ccccc1)C(F)(F)F (stereo unspecified),21,-1,-2,6,15,0.2,10,-8,0
Cn1c(=O)[nH]c(=O)c2c1nc(Br)n2CCOc1ccccc1,1,-10,-4,-7,-15,0.1,-5,-10,10
CNC(=O)c1ccsc1NC(=O)c1ccc(S(=O)(=O)N2CCc3ccccc32)cc1,13,3,12,-1,-12,1.5,-6,63*,9
Cc1nc(C(C)NC(=O)c2cc(COc3ccc(C)c(C)c3)on2)c(C)s1 (stereo unspecified),12,-7,5,-2,-7,-0.9,0,-9,5
CCc1nc2ccc(C(=O)NCCC(C)C)cn2c1N(C)Cc1ccc(OC)cc1,12,-1,10,.,-8,.,-8,-5,-2
CCOc1ccc(NC(=O)C2C3CCC4C(CCC32)C4(Cl)Cl)cc1 (stereo unspecified),13,-4,-4,9,4,3.4,-5,2,2
Cc1ccc(C)c(NC(=O)COC(=O)c2nn(C)c(=O)c3ccccc23)c1,18,2,-6,6,6,-1.3,10,0,3
CCn1nnnc1-c1ccc(OC)c(S(=O)(=O)N2CCCCC2)c1,5,0,-4,2,-3,-0.6,-3,5,0
CCOc1c(O)ccc(C2NC(=O)N(C)C(C)=C2C(=O)OC)c1[N+](=O)[O-] (stereo unspecified),15,2,-7,5,5,-2.0,-4,2,3
Cc1ccc(-n2nnnc2SCc2nnc(-c3ccccc3Br)o2)c(C)c1,17,1,10,87*,-7,-1.1,3,17,4
Cc1cccc(N2CCN(C(=O)CCCSc3nc4ccccc4[nH]3)CC2)c1C,7,1,-3,-2,-19,-0.9,-16,34,4
COc1ccc(/C=C(/C#N)C(=O)Nc2cccc(C)c2C)cc1C(=O)O,12,1,3,-6,-5,-0.4,12,8,2

Complete entries, looked up by structure. Order of screens: M1 PAM parental | CHRM5 agonist | CHRM5 antagonist | CRFR2-BP antag | M5 PAM | CRFR2-BP ag | M4 PAM | TAAR1 antagonist | TAAR1 ag
Cn1c(=O)[nH]c(=O)c2c1nc(Br)n2CCOc1ccccc1 across the screens: 1 | -10 | -4 | -7 | -15 | 0.1 | -5 | -10 | 10
C=C(C)C1CC=C(C)/C(=N/NC(=O)c2ccc(NC(=O)c3cccc(C)c3)cc2)C1 (stereo unspecified) across the screens: 15 | 0 | 5 | 19 | -6 | 2.2 | -3 | -11 | 3
CCOc1ccc(NC(=O)C2C3CCC4C(CCC32)C4(Cl)Cl)cc1 (stereo unspecified) across the screens: 13 | -4 | -4 | 9 | 4 | 3.4 | -5 | 2 | 2
COC(=O)c1cc(NC(=O)c2cccnc2)ccc1N1CCOCC1 across the screens: 12 | 1 | 2 | 1 | 4 | -1.4 | 2 | -22 | 5
COc1ccc(C2C(C(=O)OCC3CCCO3)=C(C)NC3=C2C(=O)CC(c2ccco2)C3)cc1O (stereo unspecified) across the screens: -6 | 1 | -4 | 12 | -2 | -1.1 | -6 | -2 | 18

Following part
Structure,M1 PAM parental,CHRM5 agonist,CHRM5 antagonist,CRFR2-BP antag,M5 PAM,CRFR2-BP ag,M4 PAM,TAAR1 antagonist,TAAR1 ag
CC(c1nccs1)N(C)c1nc2nonc2nc1NC1CC1 (stereo unspecified),21,-6,0,11,6,0.5,11,4,-2
COc1ccc(C(CC(=O)c2ccccc2)S(=O)(=O)c2ccc(C)cc2)cc1 (stereo unspecified),16,1,-11,0,6,3.2,18,-8,6
Cc1ccc(S(=O)(=O)Nc2ccc3c(c2)C(=O)N([C@H](C)CO)C[C@H](C)[C@@H](CN(C)Cc2ccccc2)O3)cc1,-3,4,-5,-4,11,-1.1,-3,-1,3
CCN(Cc1cc(=O)[nH]c2ccccc12)C(=O)c1ccc(C)cc1,8,2,2,-12,0,1.3,-10,-13,6
CCc1cccc(NS(=O)(=O)c2c(C)n[nH]c2C)c1,4,-4,-6,-13,-7,0.3,-2,-15,6
O=C(NCc1ccc(Cl)cc1)NCc1ccc(Cl)cc1,17,-2,11,14,0,-1.6,10,-19,4
Nn1c(SCc2ccccc2)nnc1-c1ccco1,-2,0,-2,3,4,3.2,1,-11,0
COc1ccc(NC(=O)c2ccco2)cc1NC(=O)COc1ccccc1[N+](=O)[O-],15,-4,22,11,-6,-0.8,4,18,5
CCCC(C)NC(=O)CN1C(=O)NC2(CCc3ccccc32)C1=O (stereo unspecified),4,1,-10,5,8,-0.1,-2,-21,0
CCOC(=O)c1cnc2cc(-c3ccc(C(C)(C)C)cc3)nn2c1N,13,-1,-10,5,8,-1.4,16,5,0
O=C(c1cccs1)N1C[C@H](O)[C@@H](n2cc(C3CC3)nn2)C[C@@H]1c1ccccc1,20,0,-3,-16,-2,-1.3,4,-9,2
C=CCOc1cc(C)nc(-c2ccccc2O)n1,12,-4,-4,-9,0,-0.1,5,10,17
CCOc1ccccc1N(CC)C(=O)c1cc2c(s1)-c1ccccc1S(=O)(=O)C2,13,-2,2,.,-6,.,0,-6,3
CCC(=O)Nc1ccc(S(=O)(=O)Nc2nccs2)cc1,4,-2,11,4,5,-1.0,3,-4,0
O=S(=O)(c1ccc(F)cc1)N1CCN(C(=S)NCc2ccco2)CC1,-14,-1,19,21,-2,2.6,5,11,3

Not a hit list; about 4.2% have a hit in one of these screens.
